# NOD2-RIPK2 inh: blocks binding of human NOD2 to RIPK2. CHO BLA complementation NOD2-RIPK2, CCF4 ratio. 360,000 tested, 0.38% active. inhibition, % at 4.98 µM; in the data active = inhibition above about 21%;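 note: 0% = vehicle only and 100% = reference blocker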
# EBV LMP1 NFkB: Epstein-Barr LMP1 NF-kappaB reporter inhibition. 350,000 tested, 0.69% active. inhibition, % at 12.5 µM. LMP1-induced NF-kappaB luciferase reporter cells, luminescence; in the data active = inhibition above about 41%;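 note: 0% = neutral control wells and 100% = reference inhibitor control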
# NR2F2 inh: NR2F2 (human) inhibition, primary screen; P24468; HEK293T NGFI-A luciferase reporter, luminescence; inhibition, % at 8.6 µM; 370,000 tested, 0.7% active;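 active = inhibition above a per-plate cutoff, mean inhibition of test wells between control levels plus 3 SD, cut at about 38% in these data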;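 note: cells cotransfected with COUP-TFII expression vector driving the NGFI-A reporter; 0% = median of COUP-TF2 test wells and 100% = reporter-only cells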
# SRC2 inh: inhibits human steroid receptor coactivator 2; AID 651957; HEK293 GAL4-SRC2 luciferase reporter, luminescence; inhibition, % at 9 µM; 370,000 tested, 0.17% active; Q15596;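 active = inhibition above the mean inhibition of all tested compounds plus 3 SD, set per campaign, cut at about 52% in these data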;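 note: 0% = DMSO treated cells and 100% = cells given Gossypol at 36 µM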
# LRH-1 inv ag: suppresses constitutive activity of human LRH-1; 360,000 tested, 0.13% active; inhibition, % at 3.6 µM; O00482; HEK293T StAR-luciferase reporter, LRH-1 transfected, 24 h;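 active = inhibition above the mean inhibition of all tested compounds plus 3 SD, cut at about 73% in these data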;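 note: 0% = DMSO wells and 100% = reporter-only cells lacking LRH-1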
# TRAIL sens C8: caspase-8 TRAIL sensitization | 360,000 tested, 1% active | AID 624354 | NB7+C8 cells + TRAIL, ATPlite viability luminescence | inhibition (viability loss, TRAIL sensitization), % at 10 µM;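 active = compounds causing at least 50% loss of cell viability in the single-dose screen, relative to plate controls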
# TLR9-MyD88 inh: blocks human TLR9 binding to MyD88 | AID 504734 | CHO BLA complementation TLR9-MyD88, CCF4 FRET ratio | 340,000 tested, 0.21% active | Q9NR96+Q99836 | inhibition, % at 4.98 µM;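 active = inhibition above the mean over all tested compounds plus 3 SD, cut at about 21% in these data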;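 note: 0% = DMSO only wells and 100% = clavulanate BLA inhibitor control wells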
# Target sequence (Q99836 whole entry, looked up): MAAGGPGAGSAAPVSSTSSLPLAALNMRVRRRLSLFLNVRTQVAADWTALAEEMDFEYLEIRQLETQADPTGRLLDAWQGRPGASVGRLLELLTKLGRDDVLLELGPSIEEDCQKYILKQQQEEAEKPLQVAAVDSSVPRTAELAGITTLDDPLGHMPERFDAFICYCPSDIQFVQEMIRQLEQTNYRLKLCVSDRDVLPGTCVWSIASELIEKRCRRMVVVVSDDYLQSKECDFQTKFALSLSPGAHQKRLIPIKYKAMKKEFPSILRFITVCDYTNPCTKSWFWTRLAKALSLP
# Target sequence (Q9NR96 whole entry, looked up): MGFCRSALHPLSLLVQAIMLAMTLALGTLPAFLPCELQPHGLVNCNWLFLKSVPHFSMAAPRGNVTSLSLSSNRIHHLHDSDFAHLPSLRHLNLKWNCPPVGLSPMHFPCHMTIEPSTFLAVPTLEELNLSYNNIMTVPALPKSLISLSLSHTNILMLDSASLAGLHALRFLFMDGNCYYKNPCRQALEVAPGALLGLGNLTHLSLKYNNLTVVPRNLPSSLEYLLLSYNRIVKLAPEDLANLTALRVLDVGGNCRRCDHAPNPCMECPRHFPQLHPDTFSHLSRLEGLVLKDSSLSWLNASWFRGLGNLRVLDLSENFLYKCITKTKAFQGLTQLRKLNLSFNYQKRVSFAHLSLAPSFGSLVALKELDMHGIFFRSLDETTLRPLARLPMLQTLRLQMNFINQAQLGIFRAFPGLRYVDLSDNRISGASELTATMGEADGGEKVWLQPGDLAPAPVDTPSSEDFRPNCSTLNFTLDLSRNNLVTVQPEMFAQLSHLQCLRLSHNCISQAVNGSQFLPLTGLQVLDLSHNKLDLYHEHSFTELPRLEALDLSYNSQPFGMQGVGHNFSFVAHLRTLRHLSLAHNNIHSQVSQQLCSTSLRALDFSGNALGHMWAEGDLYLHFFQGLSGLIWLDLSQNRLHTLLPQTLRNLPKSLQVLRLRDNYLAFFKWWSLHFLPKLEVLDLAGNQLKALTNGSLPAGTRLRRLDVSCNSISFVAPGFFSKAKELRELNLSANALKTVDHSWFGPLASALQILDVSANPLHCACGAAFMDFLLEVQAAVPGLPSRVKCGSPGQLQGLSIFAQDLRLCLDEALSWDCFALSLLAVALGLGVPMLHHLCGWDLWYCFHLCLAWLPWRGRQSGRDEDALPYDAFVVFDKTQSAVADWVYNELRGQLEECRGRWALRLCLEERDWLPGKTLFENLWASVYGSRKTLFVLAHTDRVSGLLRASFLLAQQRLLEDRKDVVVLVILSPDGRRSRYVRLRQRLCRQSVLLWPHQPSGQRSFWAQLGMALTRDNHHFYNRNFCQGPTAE
# TROY NFkB inh: TROY signaling inhibition; Q293 LMP1-TROYcd NF-kB luciferase reporter, 4 h; inhibition, % at 10 µM; 360,000 tested, 0.98% active; AID 1347056;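 active = compounds whose plate-normalised and pattern-corrected inhibition of the luciferase reporter signal at the single screening dose is 50% or more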
# NCOA1 inh: human NCOA1 inhibition; Q15788; 360,000 tested, 0.12% active; AID 588354; inhibition, % at 3.6 µM; HEK293 GAL4-SRC1 luciferase reporter, luminescence;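 active = inhibition above the campaign mean plus 3 SD, with each screening campaign given its own cutoff, cut at about 60% in these data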;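 note: 0% = DMSO treated cells and 100% = gossypol at 36 µM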
# NCOA3 inh: human NCOA3 inhibition | inhibition, % at 3.6 µM | 360,000 tested, 0.17% active | HEK293 GAL4-SRC3 luciferase reporter, luminescence | Q9Y6Q9;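 active = inhibition above a per-campaign cutoff, the mean of all compounds plus 3 SD, cut at about 60% in these data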;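 note: 0% = DMSO-treated cells and 100% = gossypol-treated cells at 36 µM; higher means less SRC3-driven luciferase light from the GAL4 reporter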
# Vif inh: HIV Vif inhibition; inhibition, % at 7.49 µM; HEK293T cells, Vif self-association by quenched fluorescence, imaging, 24 h; 340,000 tested, 0.35% active; in the data active = inhibition above about 50%, passing the limit was not always enough; note: some results filed as inactive read as strong as hits
# Active calls of the source: *; / = not tested or not shown.
SMILES,NOD2-RIPK2 inh,EBV LMP1 NFkB,NR2F2 inh,SRC2 inh,LRH-1 inv ag,TRAIL sens C8,TLR9-MyD88 inh,TROY NFkB inh,NCOA1 inh,NCOA3 inh,Vif inh
CCOC(=O)c1cc(-c2ccccc2C)nn1CC1CC(c2cccnc2)=NO1 (centres undefined),-4,-34,12,-7,-4,-9,-5,-15,6,9,-4
CCCc1cc(C(=O)N(C)CC(=O)Nc2ccc(OCC)c(OCC)c2)sc1C,6,1,-15,-10,14,-2,0,-10,27,4,-5
Cc1ccc(CNC(=O)CSc2nc(C)cc(C)c2C#N)cc1,-1,-16,5,-1,-22,-12,-1,-2,4,14,-1
CN(C)C(=S)Nc1ccc2ccccc2c1,-12,9,-3,-28,1,13,4,2,-10,0,-1
COCC(=O)N1CCC(Oc2ccc(C(=O)NC3CCOC(C)(C)C3)cc2)CC1 (centres undefined),7,-4,-3,-10,-6,-18,-17,0,-12,10,-22
CN(C)CCCOc1nc2c(c(=O)n(C)c(=O)n2C)n1C,-3,-3,1,5,24,2,-10,-20,17,25,2
CCOC(=O)c1nc(S(C)(=O)=O)ncc1N1CCOCC1,1,-2,3,7,-2,-16,-1,-10,2,17,14
O=C(CNC(=O)c1ccccc1)OCC(=O)c1cccs1,-2,2,5,-8,-7,-12,2,12,4,-3,-5
COc1ccc(OCc2nnc(SCC(=O)Nc3oc(C)c4c(C)n[nH]c(=O)c34)n2C)cc1,-3,-1,6,5,-15,-7,8,-4,-15,-17,-9
Cc1ccc(NC(=O)CSc2nnc(CNC(=O)c3ccco3)n2C)cc1,1,-7,-7,4,1,8,-14,9,-15,-1,11
COc1ccc(C(=O)NCCc2nnc3ccc(SCC(=O)NCc4ccccc4)nn23)cc1,-4,/,6,10,13,-9,-4,-32,-5,16,/
COc1cc(C)c(C(C)C)cc1S(=O)(=O)N1CCOCC1,-3,-11,2,0,-2,1,-3,-14,4,-3,2
Cc1ccc(Cn2c(C(C)Nc3nc(-c4ccc(F)cc4)cs3)nc3cc(C(F)(F)F)ccc32)cc1 (centres undefined),-29,1,5,5,13,12,3,9,1,-7,-2
CCOC(=O)C1CCCN(C(=O)CCc2nnc(-c3ccc(C(C)=O)s3)o2)C1 (centres undefined),5,-19,-51,-58,-101,4,-9,-62,-69,-91,7
CC(C)N(C)c1ncnc2c1ncn2[C@H]1CN(CCc2ccccc2)C[C@@H](CO)O1,11,/,-4,1,25,-2,/,6,-8,-3,-8
O=C(COc1ccccc1Br)NCc1ccco1,-19,-9,-13,-52,-43,-4,5,-49,-21,-28,2
CCN(CC)CCN(C(=O)c1cccc([N+](=O)[O-])c1)c1nc2ccc(OC)cc2s1,-5,1,2,13,-8,-31,-17,-8,-21,-8,3
O=C1c2ccccc2C(=O)c2[nH]c(=O)[nH]c21,-5,89*,-9,-7,-5,75*,-8,54*,24,10,-6
CSc1ncccc1C(=O)N1CCN(C(=O)c2ccccc2)CC1,-6,/,23,-31,-7,-5,0,-9,14,16,-4
CCCCCOC(=O)C1=C(C)NC(=O)NC1c1ccc(N(C)C)cc1 (centres undefined),9,6,9,-11,-3,-5,-10,7,-30,8,1
O=C(CSc1nnc(-c2ccco2)n1-c1ccccc1)Nc1c(Cl)cc(Cl)cc1C(=O)O,2,1,2,-44,8,-3,6,-10,-20,-1,8
CCC(C(=O)NC(C)(C)C)N(Cc1ccccc1Cl)C(=O)c1snc(C(N)=O)c1N (centres undefined),5,10,-17,-1,10,2,7,16,-2,-1,25
CCCn1c(C(O)c2ccc(C)cc2)nc2ccccc21 (centres undefined),7,-10,13,2,9,-8,1,-7,10,15,-2
COC(=O)/C=C1/S/C(=N/NC(=O)c2ccc(Cl)cc2Cl)NC1=O,-2,/,1,-9,-5,2,/,-10,1,11,3
O=C(CSC1=NS(=O)(=O)c2ccccc2N1)Nc1ccccc1F,3,-9,-19,11,23,7,-5,-15,10,11,1

# Overlap with the part before: 2 entries, followed by the next part.
SMILES,NOD2-RIPK2 inh,EBV LMP1 NFkB,NR2F2 inh,SRC2 inh,LRH-1 inv ag,TRAIL sens C8,TLR9-MyD88 inh,TROY NFkB inh,NCOA1 inh,NCOA3 inh,Vif inh
COC(=O)/C=C1/S/C(=N/NC(=O)c2ccc(Cl)cc2Cl)NC1=O,-2,/,1,-9,-5,2,/,-10,1,11,3
O=C(CSC1=NS(=O)(=O)c2ccccc2N1)Nc1ccccc1F,3,-9,-19,11,23,7,-5,-15,10,11,1
C/C(=N\NC(=O)c1cc(O)cc(O)c1)c1ccc(NC(=O)Cc2ccccc2)cc1,-9,-13,-27,-71,-102,19,8,-40,-69,-81,-1
CCOC(=O)N1CCN(C(=O)CN(c2ccc(C)cc2)S(=O)(=O)c2c(C)noc2C)CC1,1,0,-7,-4,-7,9,-2,1,-23,17,21
OCC[C@@H]1C[C@@H](O)[C@H](O)[C@@]2(Cc3ccccc3CCO2)O1,2,4,4,-19,-2,12,-2,5,0,-3,1
CCN(CC(=O)N1CCN(Cc2ccccc2)CC1)S(=O)(=O)c1ccccc1,5,-3,13,-2,9,2,6,-1,9,-8,-5
Nc1oc2ccccc2c1C(=O)Cc1ccccc1O[C@@H]1O[C@H](CO)[C@@H](O)[C@H](O)[C@H]1O,-6,0,-15,-11,12,9,0,-14,6,14,3
CC(=O)C1=C(O)C(=O)OC1c1ccc(C)cc1 (centres undefined),8,9,6,-9,7,-2,-10,-7,-12,-2,-4
O=C(NCCN1CCCCC1)Nc1ccc(F)cc1,-4,2,9,-13,8,3,3,7,1,14,-2
CCN(CC)CCN1C(=O)C(O)=C(C(=O)c2cc3cccc(OC)c3o2)C1c1ccc(F)cc1 (centres undefined),-5,-7,29,-38,8,14,-7,-5,-14,29,-4
COc1ccccc1-c1noc(CSc2nc(C)cc(=O)[nH]2)n1,6,-1,-18,-6,0,-3,3,-4,-6,3,/
Cc1nc2c(Br)cc(Br)cc2c(=O)n1-c1ccccc1NC1OCC(O)C(O)C1O (centres undefined),2,-15,2,-29,8,-13,3,1,-9,1,-6
COn1c(-c2ccc(Cl)cc2)nc2ncccc21,-2,-13,-26,-59,-35,-10,-1,-30,-82,-77,-11
O=C(CSc1nnc(-c2cccs2)o1)NCc1ccco1,3,-6,-6,11,10,-2,6,-4,3,11,9
CC(O)[C@H]1CN=C(N)N1CCCCC1CCCCC1 (some centres undefined),-3,-2,-15,-10,-11,4,1,3,0,-5,-4
COc1ccc(CNc2ncc(-c3ccccc3)n2C)c(OC)c1OC,2,-8,-2,-12,3,11,2,-29,2,-6,-2
Cc1ccc(S(=O)(=O)Nc2cccc(C(=O)NC3CCN(Cc4ccccc4)CC3)c2)cc1F,-31,18,32,-9,20,12,-4,5,23,31,-18
COc1ccccc1NC(=O)CSc1nnc(Cc2cccn2C)n1-c1ccc(F)cc1,5,-10,-11,1,-8,-2,-12,15,8,1,5
O=C(COC(=O)c1ccc(S(=O)(=O)N2CCCC2)cc1)NCc1cccs1,-9,4,3,-7,-3,-9,-2,3,0,-10,-2
Cc1ccc(S(=O)(=O)N(CC(=O)Nc2cc(C)ccc2C)C(=O)N2CCN(C)CC2)cc1,7,5,-12,1,0,-6,-1,4,4,15,-10
COc1ccc(C(=O)c2[nH]c(N)c(C(=O)NCCc3c[nH]c4ccccc34)c2-c2ccc(Br)cc2)cc1,7,/,12,19,3,-2,/,-5,/,/,/
O=c1cc2ncc(-n3cc([N+](=O)[O-])cn3)cn2[nH]1,8,3,2,14,0,-9,7,6,8,-2,-1
COc1ccccc1-c1cc2nc(C)c(CCC(=O)NCc3ccco3)c(C)n2n1,-7,-1,22,34,21,9,0,12,6,10,3
Cc1ccc(NC(=O)CCCNC(=O)c2ccc(Cl)cc2)nc1,14,-9,-25,-19,-38,12,10,-44,-20,-54,-4
O=C(OCCN1C(=O)c2ccccc2C1=O)c1cc(S(=O)(=O)N2CCOCC2)ccc1F,-10,3,-6,-22,-2,9,-6,-5,4,13,4
CCCC(=O)N(CCN1CCOCC1)c1nc2c(OC)ccc(OC)c2s1,0,2,-3,6,-6,-7,-6,2,-4,-22,11
CCOC(=O)C1CCN(S(=O)(=O)c2cn(C)c(=O)n(C)c2=O)CC1,-4,6,-2,10,-4,-14,-2,-6,-9,-9,6

# Already shown: entries from further up.
SMILES,NOD2-RIPK2 inh,EBV LMP1 NFkB,NR2F2 inh,SRC2 inh,LRH-1 inv ag,TRAIL sens C8,TLR9-MyD88 inh,TROY NFkB inh,NCOA1 inh,NCOA3 inh,Vif inh
C/C(=N\NC(=O)c1cc(O)cc(O)c1)c1ccc(NC(=O)Cc2ccccc2)cc1,-9,-13,-27,-71,-102,19,8,-40,-69,-81,-1
CCOC(=O)N1CCN(C(=O)CN(c2ccc(C)cc2)S(=O)(=O)c2c(C)noc2C)CC1,1,0,-7,-4,-7,9,-2,1,-23,17,21
OCC[C@@H]1C[C@@H](O)[C@H](O)[C@@]2(Cc3ccccc3CCO2)O1,2,4,4,-19,-2,12,-2,5,0,-3,1

# Fetched one by one from the list above (three):
SMILES,NOD2-RIPK2 inh,EBV LMP1 NFkB,NR2F2 inh,SRC2 inh,LRH-1 inv ag,TRAIL sens C8,TLR9-MyD88 inh,TROY NFkB inh,NCOA1 inh,NCOA3 inh,Vif inh
CC(=O)C1=C(O)C(=O)OC1c1ccc(C)cc1 (centres undefined),8,9,6,-9,7,-2,-10,-7,-12,-2,-4
CCOC(=O)N1CCN(C(=O)CN(c2ccc(C)cc2)S(=O)(=O)c2c(C)noc2C)CC1,1,0,-7,-4,-7,9,-2,1,-23,17,21
CCOC(=O)C1CCN(S(=O)(=O)c2cn(C)c(=O)n(C)c2=O)CC1,-4,6,-2,10,-4,-14,-2,-6,-9,-9,6

# Next part.
SMILES,NOD2-RIPK2 inh,EBV LMP1 NFkB,NR2F2 inh,SRC2 inh,LRH-1 inv ag,TRAIL sens C8,TLR9-MyD88 inh,TROY NFkB inh,NCOA1 inh,NCOA3 inh,Vif inh
CN1CCN(C(CNS(=O)(=O)c2cccs2)c2cccnc2)CC1 (centres undefined),-16,-5,1,-36,9,-10,3,0,0,4,0
COc1ccc(NC(=O)CSc2ncn(-c3ccccc3)n2)cc1Cl,-9,-2,-13,15,40,-1,0,9,-2,8,10
CCCCCCN1C[C@H](n2cc(C3CC3)nn2)[C@@H](O)C[C@@H]1c1ccc(C)cc1,1,-6,8,-2,-21,5,-4,-37,-13,-28,3
CC(C)c1cccc(OCCN2CCCC2)c1,1,9,6,-6,11,-6,-6,3,0,-6,28
Cc1cc(C)c(OCCCCN(C)C)c(Br)c1,10,-1,20,16,-7,-7,0,-2,-14,11,-5
O=C1CCc2cc(S(=O)(=O)NCCc3ccccc3)cc3c2N1CC3,-8,-5,14,-23,-22,5,-5,0,-9,-20,4
O=C(NC1CCN(Cc2ccccc2)CC1)c1cccc(S(=O)(=O)Nc2ccc(SC(F)F)cc2)c1,0,15,22,21,15,-6,-8,36,16,-3,/

# Screens: PubChem BioAssay, several laboratories

# An excerpt; count on the stated rates, not on these rows.
